Mdm2-MdmX inh: disrupts the human Mdm2-MdmX interaction; 330,000 compounds, 3% hits; O15151+Q00987; SaOS-2 split-luciferase Mdm2/MdmX complementation, luminescence; AID 485346; inhibition, % at 8 µM;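 active = inhibition of at least 50% at 8 µM in the primary screen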
APJ agonist: APJ receptor agonism. activation, % at 20 µM. CHO-K1 APJ PathHunter beta-arrestin, luminescence; 0% DMSO wells, 100% apelin. 330,000 compounds, 0.11% hits. P35414. AID 2520;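 active = activation more than six SD over the plate average, tested at 20 µM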;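 also: 0% = DMSO alone and 100% = apelin-13 at 10 nM; some results filed as inactive read as strong as hits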
Target sequence (P35414 whole entry, looked up): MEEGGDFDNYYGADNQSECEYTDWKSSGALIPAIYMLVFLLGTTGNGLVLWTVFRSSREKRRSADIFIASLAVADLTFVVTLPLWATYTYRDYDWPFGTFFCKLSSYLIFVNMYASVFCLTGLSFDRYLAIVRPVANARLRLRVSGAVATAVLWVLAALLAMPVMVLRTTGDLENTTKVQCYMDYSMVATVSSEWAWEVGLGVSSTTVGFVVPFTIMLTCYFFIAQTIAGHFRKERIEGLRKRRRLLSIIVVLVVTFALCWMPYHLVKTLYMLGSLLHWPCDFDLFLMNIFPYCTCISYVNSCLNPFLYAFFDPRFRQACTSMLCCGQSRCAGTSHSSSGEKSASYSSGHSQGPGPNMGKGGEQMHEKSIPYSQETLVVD
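Assay system: engineered CHO-K1 APJ arrestin reporter cells; Amount: 1000 CHO-K1 reporter cells seeded per well; Dosing: one dose, 20 µM compound, 1% DMSO; Times: compound stimulation 90 min at 25 °C, detection 60 min; Measured by: luminescent beta-gal fragment complementation, chemiluminescent substrate; Read-out: APJ–arrestin association signal; Controls: DMSO vs Apelin-13 10 nM.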
tim23-1 inh: tim23-1 yeast growth inhibition; S. cerevisiae tim23-1 growth, BacTiter-Glo luminescence, 24 h; inhibition, % at 20 µM; 330,000 compounds, 1.3% hits;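 active = growth inhibition of the mutant yeast at or above 50%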;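 also: temperature-sensitive mutant grown at 25 °C; plate controls were DMSO-treated mutant yeast for no effect and medium wells lacking yeast for full effect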
CXCR6 block: blocks human CXCR6 beta-arrestin recruitment. CHO-K1 PathHunter CXCR6 beta-arrestin, luminescence. AID 602244. 360,000 compounds, 0.36% hits. inhibition, % at 20 µM; in the data active = inhibition above about 34%, passing the limit was not always enough;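 also: antagonist mode with CXCL16 agonist at 10 nM final; 0% = 10 nM CXCL16 with DMSO and 100% = unstimulated wells without agonist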
Target sequence (O00574 whole entry, looked up): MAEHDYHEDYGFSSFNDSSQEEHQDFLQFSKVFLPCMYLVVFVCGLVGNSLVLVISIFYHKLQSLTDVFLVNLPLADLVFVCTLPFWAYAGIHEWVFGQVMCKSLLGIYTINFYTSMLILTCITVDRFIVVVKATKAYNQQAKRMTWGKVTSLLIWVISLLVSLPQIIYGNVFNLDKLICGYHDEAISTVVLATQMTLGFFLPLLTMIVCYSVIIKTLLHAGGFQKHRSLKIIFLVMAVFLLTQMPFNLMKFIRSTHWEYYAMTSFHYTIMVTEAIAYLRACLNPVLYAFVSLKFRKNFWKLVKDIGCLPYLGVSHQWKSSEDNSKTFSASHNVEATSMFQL
XBP1 UPR activ: activators of adaptive arm of unfolded protein response (XBP1) | 330,000 compounds, 0.33% hits | activation, % at 20 µM | CHO-XBP1 luciferase reporter, IRE1-XBP1 UPR activation, luminescence; percent of tunicamycin response, DMSO as zero;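 active = versus positive control, 20 µM dose yields 30% or more activation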;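 also: 100% = tunicamycin at 10 µg/mL and 0% = DMSO only wells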
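Assay system: CHO-XBP1 luciferase reporter cells; Schedule: 6 h treatment, 37 °C; Detection: glow luminescence from Steady-Glo reagent; Benchmarks: high control tunicamycin 10 µg/mL final, low control DMSO vehicle only.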
UPR CHOP act: apoptotic UPR (CHOP) activation; 330,000 compounds, 0.34% hits; activation, % at 10 µM; CHO-CHOP luciferase reporter, luminescence; percent of tunicamycin response over DMSO baseline;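 active = at 10 µM dose, activation of 40% or more, normalized to positive control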;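 also: 100% = tunicamycin at 10 µg/mL and 0% = DMSO alone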
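System: CHO-CHOP luciferase reporter cell line; amount: 500 cells/well; buffer or medium: F12 medium containing 10% fetal bovine serum; incubation: 6 h compound exposure at 37 °C after overnight seeding; measured by: luciferase luminescence after 10 min with Steady-Glo reagent; evaluation: % reporter activation, DMSO baseline versus tunicamycin full activation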
tim10-1 inh: tim10-1 yeast growth inhibition. S. cerevisiae tim10-1 ts strain growth, BacTiter-Glo, 24 h. inhibition, % at 20 µM. 330,000 compounds, 2.2% hits;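 active = inhibition of at least 40%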;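 also: mutant grown at 25 °C; 0% = DMSO wells with yeast and 100% = wells holding no yeast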
APJ antag: antagonists of human APJ apelin receptor. CHO-K1 APJ beta-arrestin complementation, luminescence. 330,000 compounds, 0.32% hits. P35414. inhibition, % at 20 µM;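 active = inhibition above about 40% at 20 µM, limit read from the data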;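 also: cells challenged with 10 nM apelin-13 agonist together with compound; plate controls were apelin-13 plus DMSO wells for no effect and DMSO wells lacking apelin-13 for full effect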
TIM10 inh: inhibits growth of TIM10 yeast strain | S. cerevisiae TIM10 strain growth, BacTiter-Glo luminescence, 24 h | inhibition, % at 10 µM | 330,000 compounds, 1.4% hits;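 active = inhibition of 40% or more at the single tested concentration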;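 also: wild-type TIM10 isogenic control strain grown at permissive 25 °C; 0% = DMSO yeast wells and 100% = minimal medium wells without yeast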
Active calls of the source: *. Not all compounds are listed. The share of hits here may be higher or lower than overall.

SMILES	Mdm2-MdmX inh	APJ agonist	tim23-1 inh	CXCR6 block	XBP1 UPR activ	UPR CHOP act	tim10-1 inh	APJ antag	TIM10 inh
Cc1ncc([N+](=O)[O-])n1CCOC(=O)NC(NCc1ccccc1Cl)C(Cl)(Cl)Cl (stereo not drawn)	10	-1	28	4	1	0.0	22	10	15
O=c1ccc(S(=O)(=O)N2CCCC2)cn1Cc1nc(-c2ccc(F)cc2)no1	5	13	21	-4	0	0.9	-1	8	1
CCC(C)OC(=O)C1C(c2ccccc2)C(C(=O)O)C1c1ccccc1 (stereo not drawn)	17	-3	29	-11	-1	-0.9	12	-10	3
O=C(CCCCCBr)N1CCC(CC2CC(c3ccc(Cl)cc3)=NO2)(C(=O)NCC2CCCCC2)CC1 (stereo not drawn)	24	6	14	15	1	0.1	9	-42	-8
COc1ccc(NC2=Nc3ccccc3N3C2=Nc2c(c(C)nn2-c2ccc(C)cc2)C3c2cccnc2)cc1 (stereo not drawn)	7	0	33	8	2	3.0	27	-12	28
CC(CCc1ccccc1)NC(=O)COC(=O)CC1CC2CCC1C2 (stereo not drawn)	-12	-1	21	-3	0	-1.8	17	3	18
CCOc1ccccc1N1CCN(C(=O)CCCc2nc3ccccc3s2)CC1	-7	-1	21	9	0	-2.0	36	-2	18
CCn1nc(C)c(CNCc2cn[nH]c2-c2cc3ccccc3o2)c1C	30	-2	1	-16	-2	2.6	9	-1	-6
C=CCn1c(O)c(N=Nc2ccccc2)c2ccccc21	6	-4	7	15	-3	0.1	-10	-3	4
O=S(=O)(c1cccc(S(=O)(=O)N2CCOCC2)c1)N1CCCCCC1	-5	-2	12	-2	-4	1.2	9	-2	8
Cc1ccc2c(C(=O)N3CCN(c4ccccc4)CC3)cc(-c3cccnc3)nc2c1C	34	2	27	-2	-1	0.3	26	-17	25
COc1ccc(C(=O)NCC(=O)N/N=C(\C)Cc2ccccc2)cc1	-2	-2	11	6	-2	4.2	1	11	10
C/C(=N\NC(=O)c1ccc(COc2ccccc2)cc1)c1ccncc1	-16	-2	4	-8	-1	1.9	3	5	1
COc1ccc(NC(=O)CC(CC(=O)O)c2cc(OC)c(OC)c(OC)c2)cc1 (stereo not drawn)	12	-2	4	0	-2	-1.9	1	-8	-8
Cc1cccc(NC(=S)N=Nc2c(O)[nH]c3ccccc23)c1	54*	-5	38	36	0	16	34	27	41*
COCCCn1cc(C(=O)c2cc(OC)ccc2OCC(=O)N2CCCCC2C)cc(C#N)c1=O (stereo not drawn)	13	2	11	-4	0	-1.6	-12	2	-7
CSc1ncccc1C(=O)NC1CCCc2c1cnn2-c1ccc(C)c(C)c1 (stereo not drawn)	26	-1	-6	6	-6	1.7	-5	-25	9
CCc1nn(CCCC(=O)NCc2ccc(C)cc2)c(=O)c2cc3occc3n12	17	-1	29	6	-1	1.3	31	26	-5
COc1ccc2nc(NC(=O)c3c(C)noc3C)sc2c1	-35	-3	14	1	0	6.8	-1	-2	10
O=C(NCC(=O)N1CCCC1)c1cccs1	-13	-1	12	0	2	1.3	16	5	12
S=C(NCC(c1ccco1)N1CCCC1)Nc1ccccc1 (stereo not drawn)	-2	-3	1	-8	-6	-1.2	4	1	7
CN(CC(=O)Nc1ccc(F)cc1)C(=O)c1ccccc1Sc1ccccc1C#N	24	-1	5	-10	0	-0.7	4	14	5
Cc1ccc(N2CCN(C(=O)c3ccccc3F)CC2)c(C)c1	-11	-1	41	-8	1	0.4	38	13	17
CSc1nc(O)c(C(c2ccccc2)c2c(O)nc(SC)[nH]c2=O)c(=O)[nH]1	6	-1	-7	6	-5	1.6	-5	-3	-4
CC(=O)Nc1ccc(NC(=O)C(C)OC(=O)CCCOc2ccc(Cl)c(C)c2)cc1 (stereo not drawn)	9	-2	6	-1	-7	-1.9	13	-24	11

7 entries picked at random from the list so far, as already listed:
SMILES	Mdm2-MdmX inh	APJ agonist	tim23-1 inh	CXCR6 block	XBP1 UPR activ	UPR CHOP act	tim10-1 inh	APJ antag	TIM10 inh
S=C(NCC(c1ccco1)N1CCCC1)Nc1ccccc1 (stereo not drawn)	-2	-3	1	-8	-6	-1.2	4	1	7
Cc1ncc([N+](=O)[O-])n1CCOC(=O)NC(NCc1ccccc1Cl)C(Cl)(Cl)Cl (stereo not drawn)	10	-1	28	4	1	0.0	22	10	15
COc1ccc(NC(=O)CC(CC(=O)O)c2cc(OC)c(OC)c(OC)c2)cc1 (stereo not drawn)	12	-2	4	0	-2	-1.9	1	-8	-8
O=c1ccc(S(=O)(=O)N2CCCC2)cn1Cc1nc(-c2ccc(F)cc2)no1	5	13	21	-4	0	0.9	-1	8	1
CCc1nn(CCCC(=O)NCc2ccc(C)cc2)c(=O)c2cc3occc3n12	17	-1	29	6	-1	1.3	31	26	-5
Cc1cccc(NC(=S)N=Nc2c(O)[nH]c3ccccc23)c1	54*	-5	38	36	0	16	34	27	41*
COc1ccc2nc(NC(=O)c3c(C)noc3C)sc2c1	-35	-3	14	1	0	6.8	-1	-2	10

Entries above with a cyano group, in the order listed:
SMILES	Mdm2-MdmX inh	APJ agonist	tim23-1 inh	CXCR6 block	XBP1 UPR activ	UPR CHOP act	tim10-1 inh	APJ antag	TIM10 inh
COCCCn1cc(C(=O)c2cc(OC)ccc2OCC(=O)N2CCCCC2C)cc(C#N)c1=O (stereo not drawn)	13	2	11	-4	0	-1.6	-12	2	-7
CN(CC(=O)Nc1ccc(F)cc1)C(=O)c1ccccc1Sc1ccccc1C#N	24	-1	5	-10	0	-0.7	4	14	5

Next part
SMILES	Mdm2-MdmX inh	APJ agonist	tim23-1 inh	CXCR6 block	XBP1 UPR activ	UPR CHOP act	tim10-1 inh	APJ antag	TIM10 inh
Cc1ccccc1N(CC(=O)O)S(C)(=O)=O	10	-3	-3	-3	1	1.9	7	-4	-12
Cc1cc(C)nc(-n2nc(C)c3c(C(F)(F)F)cc(=O)[nH]c32)n1	4	-6	-1	1	-1	2.7	5	-12	6
CC1(C)CC(=O)C=C(NCCc2ccc(S(N)(=O)=O)cc2)C1	-17	-2	6	-4	-3	-1.5	-3	8	-7
CCN(c1cccc(C)c1)S(=O)(=O)c1ccc2c(c1)NC(=O)CS2	-6	-1	10	-3	-1	-0.7	1	-2	-6
Cc1ccc(NC(=O)CCS(=O)(=O)c2cccc3nonc23)c(Br)c1	13	0	-1	3	-2	-1.4	6	-15	-16
O=C(Cn1c(=O)n(-c2ccc(F)cc2)c(=O)c2sccc21)N1CCCC1	10	-2	7	-1	0	0.0	-11	5	3
CC1CCCCC12NC(=O)N(CC(=O)N1CCN(c3ccccc3)CC1)C2=O (stereo not drawn)	2	1	18	8	-1	0.6	17	5	10
O=C(Nc1ccccc1N1CCN(C(=O)c2ccc(Cl)cc2)CC1)c1cccc([N+](=O)[O-])c1	6	7	32	13	-5	4.2	42*	-4	20
CCCN(CC(=O)Nc1ccccc1C)C(=O)c1ccc(N2CCCC2=O)cc1	7	0	-12	-4	2	-1.5	-6	-3	-9
O=C(NCC1CCCO1)c1cncc(Br)c1 (stereo not drawn)	5	-1	10	-2	-5	-0.8	-14	6	-1
CN(C)C(=O)N1CCN(C(=O)N(C)C)CC1	8	-2	5	-9	-1	-0.4	-3	5	1
O=C(CSc1ccc(-c2ccccc2)nn1)NCC1CCCO1 (stereo not drawn)	-5	3	16	2	-3	-0.8	7	-16	13
O=C(NC1CCCCC1)c1ccccc1NC(=O)C1CC(=O)N(c2ccccc2)C1 (stereo not drawn)	10	-3	10	0	-4	0.9	24	-1	11
C=CCN1C(=O)C(Cc2cccc(Cl)c2)S/C1=N/N=C/c1ccco1 (stereo not drawn)	6	-5	13	9	0	-2.0	25	16	22
CC(C)CNC(=O)C1CCN(Cc2ccc(OCc3ccccc3)cc2)CC1	1	-4	1	-7	3	1.5	-9	9	0
O=C(c1cc2ccccc2o1)N(Cc1ccco1)Cc1cccs1	10	-8	16	-4	-1	1.4	11	7	10
CC(C)[C@H](NC(=O)[C@H](Cc1ccccc1)n1c(=O)[nH]c2ccccc2c1=O)C(=O)N1CCC[C@@H]1C(=O)O	-4	-2	2	1	2	-1.3	-18	6	-2
COc1cc2c(cc1OC)C(C)N(C(=O)Cn1ncc3c1-c1ccccc1OC3)CC2 (stereo not drawn)	7	-1	19	0	1	-0.9	9	18	10
C=CCNC(=O)N1CCC(CO)(Cc2ccc(Cl)cc2)CC1	4	-1	7	-2	1	2.1	14	5	-5
Cn1cc(S(=O)(=O)NCc2cccs2)c(=O)n(C)c1=O	30	-5	-4	0	-1	1.1	2	-1	-2
O=C(NCC1CCCO1)c1cc(C(=O)C2CCCCC2)c[nH]1 (stereo not drawn)	1	0	26	-4	-1	1.9	14	11	-4
COc1ccccc1NC(=O)c1c(C)nn(-c2ccccc2)c1Cl	27	-3	39	7	0	2.4	13	3	3
CNCCC=C1c2ccccc2CCc2ccccc21	46	-2	3	-4	4	-0.7	24	25	12
NC(=O)c1ccc(NC(=O)CN2C(=O)NC3(CCCCCCC3)C2=O)cc1	1	-3	-6	0	-1	0.5	-2	12	-3
Cc1csc(NC(=O)CCc2c(C)nc3cc(-c4ccc(Cl)cc4)nn3c2C)n1	14	1	23	-12	2	-0.6	-2	-8	-19
CC1CCN(c2ccc3c(c2)S(=O)(=O)c2cccc(C(=O)NCc4ccc(F)cc4)c2C3=O)CC1	-1	3	-8	6	1	6.5	-11	9	-16
O=C(CSc1nc2ncccc2[nH]1)Nc1ccc2c(c1)OCCO2	7	-5	-6	-5	-2	0.5	-14	12	1
CSc1ccc(NC(=O)c2cccnc2)cc1C#N	0	0	1	-11	3	5.1	-17	-4	-9
COc1cc(OC)cc(C(=O)N(Cc2cc3cc(C)ccc3[nH]c2=O)C(C)C)c1	14	-3	-2	3	-2	0.4	-3	22	9

Screens: PubChem, Sanford-Burnham Center for Chemical Genomics
